# DT40 TDP1 CPT: growth inhibition of DT40 Tdp1-/-;hTDP1 cells with camptothecin (screen for TDP1 inhibitors); hit rate 12% among 420,000; Potency, µM (highest dose often 46.2 µM), for the others: at the top dose activity change, negative = growth inhibition, most hits filed as inhibitors; chicken DT40 Tdp1-/-;hTDP1 cells + 20 nM CPT, ATP luminescence, 48 h; AID 686979; also: nearly all actives have a fitted effect of over 55% in size
#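 Chicken DT40 Tdp1-/- cells complemented with human TDP1, 400 cells/well, exposed to compounds plus 20 nM camptothecin for at least 48 h at 37 C; viability read as ATP content by CellTiter-Glo luminescence.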
# TDP1 cell noCPT: qHTS for Inhibitors of human tyrosyl-DNA phosphodiesterase 1 (TDP1): qHTS in cells in absence of CPT; DT40 Tdp1-/- hTDP1 cells, no CPT, ATP luminescence, 48 h; Potency, µM (highest dose often 46.2 µM), inactives show at the highest dose activity change, negative = growth inhibition, most hits filed as inhibitors; hit rate 15% among 420,000; AID 686978, 2013; also: nearly all actives have a fitted effect of over 55% in size
#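 Stably hTDP1-transfected Tdp1-null chicken DT40 cells were treated with library compounds minus camptothecin and grown for at least 48 hr at 37 °C, after which cellular ATP was quantified by luminescence.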
# GCN5L2 inh: inhibitors of human GCN5L2 histone acetyltransferase; Potency, µM (series often up to 58.9 µM), for inactives: at the top dose activity change, negative = inhibition, actives largely listed as inhibitors; GCN5L2 HAT assay, ThioGlo1 CoA-SH fluorescence; hit rate 0.21% among 390,000; AID 504327
# Target sequence (Q92830 whole entry, looked up): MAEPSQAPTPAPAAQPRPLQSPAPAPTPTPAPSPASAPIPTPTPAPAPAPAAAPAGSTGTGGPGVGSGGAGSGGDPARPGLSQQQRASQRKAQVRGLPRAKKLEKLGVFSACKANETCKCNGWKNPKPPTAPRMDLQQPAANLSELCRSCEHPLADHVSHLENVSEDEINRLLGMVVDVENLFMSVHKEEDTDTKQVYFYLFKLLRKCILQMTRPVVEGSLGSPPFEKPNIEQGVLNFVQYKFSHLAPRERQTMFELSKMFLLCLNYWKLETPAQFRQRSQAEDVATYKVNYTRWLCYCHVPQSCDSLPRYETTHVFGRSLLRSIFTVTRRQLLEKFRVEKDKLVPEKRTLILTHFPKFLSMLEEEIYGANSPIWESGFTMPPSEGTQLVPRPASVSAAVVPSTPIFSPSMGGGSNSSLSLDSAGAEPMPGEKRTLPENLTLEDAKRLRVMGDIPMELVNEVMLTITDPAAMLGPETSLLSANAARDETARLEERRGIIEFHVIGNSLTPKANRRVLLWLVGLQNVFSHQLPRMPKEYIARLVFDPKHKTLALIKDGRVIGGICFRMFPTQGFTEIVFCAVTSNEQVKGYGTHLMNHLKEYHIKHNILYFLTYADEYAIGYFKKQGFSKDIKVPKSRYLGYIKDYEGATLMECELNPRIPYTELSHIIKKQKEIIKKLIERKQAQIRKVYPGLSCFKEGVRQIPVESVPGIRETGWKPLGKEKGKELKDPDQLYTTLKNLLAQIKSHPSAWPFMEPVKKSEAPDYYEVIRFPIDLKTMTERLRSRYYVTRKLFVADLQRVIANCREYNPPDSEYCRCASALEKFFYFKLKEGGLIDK
#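 Fluorescence readout, Ex340nm/Em540nm: ThioGlo1 (50uM final) reacts with free CoA thiol released as 20nM GCN5L2 acetylates H3(1-25) peptide (75uM) using acetyl-CoA (70uM). Compound and enzyme sat 15 min beforehand; 20 min room-temperature reaction.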
# An asterisk follows results filed as active; ? = inconclusive; · = no result given; & = joins results of further samples; ! = repeats disagree; [ ] = remark or other dose. Calls follow the shape of the dose curve; as a rule, active = well fitted curve in the direction sought with a large enough effect; inconclusive = small, poorly fitted or top-dose-only effect, or another doubt; inactive = no such curve, though single readings can be large; an effect the other way counts as inactive or inconclusive. % is scaled to controls: 0 for no effect and ±100 for the full control effect; potency is read from the fitted curve at half-maximal effect.
SMILES	GCN5L2 inh	TDP1 cell noCPT	DT40 TDP1 CPT
Cc1ccccc1NC(=S)N(C)CCc1ccccn1	-13%	-5%	7%
O=C(C1=C[C@H](c2ccc3c(c2)OCO3)C[C@H](OCCCCO)O1)N1CCOCC1	0%	?	?
Cc1cc(OC(=O)c2cc(-c3ccc4c(c3)OCCO4)on2)ccc1Cl	-16%	-12%	-21%
Nc1cnc(Br)cc1Br	1%	9%	9%
CCOC(=O)c1nnn2c1nc(Nc1cccc(C(F)(F)F)c1)c1ccccc12	0%	5.8µM*	10µM*
COc1ccc(CNC(=O)C[C@H]2C[C@H](C(=O)N3CCCCC3)[C@@]3(CCc4ccccc4)c4[nH]c5ccc(Cl)cc5c4CCN3C2=O)cc1OC	-12%	10µM*	10µM*
Cc1cc(C(=O)CCC(=O)NCc2ccccc2F)c(C)s1	-6%	-3%	-1%
Cn1c(-c2ccccc2)cnc1NCc1ccc(-c2ccccc2)cc1	-4%	?	26µM*
CC(=O)c1ccc(S(=O)(=O)N2CCN(CC(=O)Nc3ccccc3C(=O)NC3CC3)CC2)cc1	-6%	?	?
COc1cccc(-n2c(SCC(N)=O)nnc2-c2c[nH]c3ccccc23)c1	-2%	-6%	5%
CCOc1ccc(N(CC(=O)Nc2ccccc2CC)S(=O)(=O)c2c(C)[nH]c(=O)[nH]c2=O)cc1	-3%	-11%	1%
Cc1cc(NC(=O)Cc2ccccc2)c2ccccc2n1	-1%	2.6µM*	5.2µM*
O=C(C[C@@H]1CC[C@H](NC(=O)Cc2ccccn2)[C@@H](CO)O1)NCCc1ccccc1	·	4%	1%
Cc1nc2nc(-c3ccccc3)[nH]n2c(=O)c1C	-13%	-2%	-27%
CCOC(=O)C1=C(CSc2nc(CC)c(C)cc2C#N)OC(N)=C(C#N)C1c1ccccc1 (stereo not given)	-12%	23µM*	3.3µM*
Cc1cc(C)c(NC(=O)CSc2nnc(-c3ccco3)n2N)c(C)c1	-2%	-14%	0%
O=C(COC(=O)/C=C/c1ccc(F)cc1)NCC1CCCO1 (stereo not given)	-4%	1%	?
Cn1c(SCc2ccccc2)nc2c1c(=O)[nH]c(=O)n2C	-1%	-1%	-17%
COc1ccccc1N1CCN(S(=O)(=O)c2ccc(-c3ccc(=O)[nH]n3)o2)CC1	-1%	?	?
CCOC(=O)c1ccc(NC(=O)c2ccc3c(c2)C(=O)N(CC2CCCO2)C3=O)cc1 (stereo not given)	0%	18µM*	?
CCOC(=O)C1CCN(C(=O)CSc2n[nH]c(-c3ccc(OC)cc3)n2)CC1	-9%	-8%	?
Cc1cc(C)cc(Oc2c(C(F)(F)F)oc3cc(OCC(=O)O)ccc3c2=O)c1	9%	-19%	-5%
COc1ccc(OC)c(S(=O)(=O)Nc2cccc3ccc(O)cc23)c1	·	?	-4%
COCCCn1c(C(=O)N2CCOCC2)cc2c(=O)n3ccccc3nc21	?	5%	10%
O=C(c1ccco1)N1CCN(S(=O)(=O)c2ccc(S(=O)(=O)NC3CC3)cc2)CC1	-3%	-18%	-1%
COc1cc(C(=O)COC(=O)C2CCN(c3ccc(C(F)(F)F)cn3)CC2)ccc1OC(F)F	-8%	-27%	-27%
CC(=O)c1ccc(NC(=O)CC2S/C(=N/N=C3CCCCCC3)NC2=O)cc1 (stereo not given)	-22%	5%	4%
COc1ccc(C2=C/C(=C\c3cccc(OC(C)=O)c3)C(=O)O2)cc1	-7%	?	?
CCCCCC1CC(CC(=O)Nc2ccc([N+](=O)[O-])cc2)OC1=O (stereo not given)	-7%	0%	18%
Cc1ccc(-c2nc3cc(NC(=O)c4cc5ccccc5o4)ccc3o2)cc1Cl	0%	?	-2%
CN(CC(=O)Nc1ccc(Cl)cc1)C(=O)c1ccc(NS(=O)(=O)c2ccc3[nH]c(=O)[nH]c3c2)cc1	-4%	-6%	-4%
Cc1cc(NC(=O)CSc2nc(=O)n3cccc(C)c3n2)no1	1%	3%	6%
CN(NC(=O)c1ccccc1F)c1ccc([N+](=O)[O-])cn1	-23%	-20%	5%
COC(=O)CN1C(=O)[C@H]2[C@@H](C3CC3)N3C(=O)CN(Cc4ccccn4)C(=O)[C@@]3(Cc3ccccc3)[C@H]2C1=O	-6%	4%	-3%
CCCOC(=O)c1ccc(Cl)c(NC(=O)c2ccc(-c3ccccc3)cc2)c1	2%	-11%	?
COc1cc(CCC(=O)OCC(=O)NCc2ccc(Cl)cc2)cc(OC)c1OC	8%	-6%	-10%
Cc1cc(C(=O)CSc2nn(-c3ccccc3)c(=S)s2)c(C)n1Cc1ccco1	-2%	?	?
COc1ccc(/C=C2\CCCc3c2nc2ccc(C)cc2c3C(=O)O)cc1O	-12%	10%	-3%
CC1(C(=O)NC23CC4CC(CC(C4)C2)C3)CC1(Cl)Cl (stereo not given)	-8%	-9%	-17%
COc1ccc(CCNC(=O)C(=O)c2c(C)n(C)c3ccccc23)cc1OC	-4%	7%	4%
CCOn1c(=O)c(C)[n+]([O-])c2ccccc21	0%	-6%	?
CC(=O)c1ccc(NC(=O)C2Cc3ccccc3N2C(=O)c2ccccc2)cc1 (stereo not given)	-10%	-7%	-25%
CCC1CCCCN1C(=O)CSc1n[nH]c(-c2ccccc2)n1 (stereo not given)	1%	?	?
COc1cccc(NC(=O)Cn2cnc3c(nc4n3CCCCC4)c2=O)c1	-29%	-6%	-18%
C[C@@H](NC(=O)/C(C#N)=C/c1ccc(O)c(O)c1)c1ccccc1	-15%&0%&-24%	13µM*!	24µM*
COc1ccc(C2=CC(c3c(C)nn(-c4ccccc4)c3Cl)n3nnnc3N2)cc1OC (stereo not given)	-9%	15µM*	?
N#Cc1cc2ccccc2nc1SCC(=O)NC1CC1	-5%	-8%	4%
CSC(=S)NCc1cccnc1	1%	3.3µM*	2.9µM*
CCn1c(/C(C#N)=C(\O)CCc2ccccc2)nc2ccccc21	-12%	-17%	-3%
CCC1CCCCN1S(=O)(=O)c1ccccc1[N+](=O)[O-] (stereo not given)	-16%	23µM*	21µM*

# 4 compounds drawn at random from those above:
SMILES	GCN5L2 inh	TDP1 cell noCPT	DT40 TDP1 CPT
COc1ccc(C2=CC(c3c(C)nn(-c4ccccc4)c3Cl)n3nnnc3N2)cc1OC (stereo not given)	-9%	15µM*	?
Cc1cc(NC(=O)CSc2nc(=O)n3cccc(C)c3n2)no1	1%	3%	6%
CN(NC(=O)c1ccccc1F)c1ccc([N+](=O)[O-])cn1	-23%	-20%	5%
CCC1CCCCN1C(=O)CSc1n[nH]c(-c2ccccc2)n1 (stereo not given)	1%	?	?

# Other results follow:
SMILES	GCN5L2 inh	TDP1 cell noCPT	DT40 TDP1 CPT
CCCCCC(=O)Nc1cccc(C2=NOC3(C2)C[C@@H](C(N)=O)N(C(=O)c2cc([N+](=O)[O-])cc([N+](=O)[O-])c2)C3)c1 (stereo not given in full)	15%	?	?
CCn1c(N2CCN(CC(=O)c3c(C)n(C)c4ccccc34)CC2)nc2c1c(=O)[nH]c(=O)n2C	-1%	?	?
Cc1ccc(N/N=C(\C#N)C(=N)N2CCOCC2)cc1	-8%	6%	12%
N#CC1=C(SCc2ccccc2Cl)NC(=O)C(C(N)=O)C1 (stereo not given)	-9%	1%	-19%
CCCCn1c(SCC2CCCCO2)nc2cc(S(N)(=O)=O)ccc21 (stereo not given)	-7%	-19%	-20%
Cc1c(OCC(=O)N(C)c2ccccc2)ccc2c3c(c(=O)oc12)CCC3	-4%	-18%	-6%
CCCCS(=O)(=O)N1CCCC(C(=O)NCCc2ccccc2)C1 (stereo not given)	-10%	-21%	-7%
Cc1ccc(OC(=O)c2cncc(Br)c2)c(C)c1	2%	-23%	-12%
Cc1c(NC(=O)CSc2ccc3c(c2)OCCO3)c(=O)n(-c2ccccc2)n1C	-1%	?	-9%
CCOC(=O)C1CCN(S(=O)(=O)c2cc(F)ccc2OC)CC1	-9%	-17%	-17%
CCc1ccc(S(=O)(=O)c2nnn3c2nc(NCc2ccccc2OC)c2cc(Cl)ccc23)cc1	-7%	-12%	-16%
O=C(NC1CCCC1)C(c1ccccc1)n1c(-c2ccc3c(c2)CCO3)nc2ccccc21 (stereo not given)	·	?	?
CSCCC(NC(=O)c1ccccc1)C(=O)Nc1ccc(C)cc1 (stereo not given)	-4%	2%	-8%
COc1cc(NC(=S)NN2CCN(C)CC2)cc(OC)c1OC	5%	7%	14%
CC(CCC(C)[n+]1cccc(Br)c1)[n+]1cccc(Br)c1 (stereo not given)	·	?	?
NC(=O)[C@@H]1CCCN1C(=O)c1ccc2nc(Cc3cccc(Cl)c3)oc2c1	-6%	11%	-23%
COc1cccc(/C=C/C(=O)Nc2ccc3c(c2)OCCO3)c1OC	-4%	?	18µM*
CCOC(=O)CC1(NC(=O)C2CCC(=O)N(Cc3ccccc3OC)C2)CCCCC1 (stereo not given)	-2%	-1%	-1%
O=C(CCCn1cnc([N+](=O)[O-])n1)Nc1cccc(Cl)c1Cl	-6%	-3%	-25%
c1csc(C(c2nnnn2C2CCCCC2)N2CCCC3(CCCCC3)C2)c1 (stereo not given)	-5%	23µM*	?
COc1ccc(N2C(=O)CC(c3cc(OC)c(OC)c(OC)c3)CC2=O)cc1	-1%	13µM*	15µM*
CCN(Cc1ccccc1)C(=O)CCc1nc(CN2CCN(C(=O)c3ccc([N+](=O)[O-])cc3)CC2)no1	-11%	?	?
COc1ccc(C2=NN(C(=O)CSc3nc4ccccc4s3)C(c3ccc(OC)cc3)C2)cc1 (stereo not given)	43%[activator]	12µM*	13µM*
Cc1ccc(C(=O)c2ccccc2C(=O)O)c(O)c1	0%	0%	-20%
NC(=O)C1CCN(C(=O)c2ccc(NS(=O)(=O)c3ccc(F)c(F)c3)cc2)CC1	-3%	8%	-3%

# Whole records, looked up by structure. Order of values: GCN5L2 inh	TDP1 cell noCPT	DT40 TDP1 CPT
# Record of Cc1ccc(N/N=C(\C#N)C(=N)N2CCOCC2)cc1 = -8%	6%	12%
# Record of N#CC1=C(SCc2ccccc2Cl)NC(=O)C(C(N)=O)C1 (stereo not given) = -9%	1%	-19%

# Next section:
SMILES	GCN5L2 inh	TDP1 cell noCPT	DT40 TDP1 CPT
Cc1cc(C)c(C#N)c(SCC(=O)OC2CCCCC2)n1	-3%	-14%	-14%
COc1ccccc1NC(=O)Cn1c(=O)n(CCc2ccccc2)c(=O)c2c3c(sc21)CN(C(C)=O)CC3	-3%	16µM*	16µM*
CSCCC(NS(=O)(=O)c1cccc(C(F)(F)F)c1)C(=O)N(C)CCOc1ccc(Cl)cc1 (stereo not given)	-14%	?	?
CCO[C@H]1OC(C(=O)N2CCN(Cc3ccccc3)CC2)=C[C@@H](c2coc3ccccc3c2=O)[C@@H]1CCCO	-1%	23µM*	26µM*
Cc1ccc(O)c2ncccc12	3%	4.7µM*	?
CCOC(=O)/C(C(C)=O)=C1/OC(=O)c2ccccc21	-1%	2%	-23%
COc1cc(C(=O)NC2CC3CCCC(C2)N3Cc2ccccc2)cc(OC)c1OC (stereo not given)	-26%	-4%	-16%
C[C@H](CC[C@@H]1OC1(C)C)C1CC[C@H]2[C@@H]3CC=C4C[C@@H](O)CC[C@]4(C)[C@H]3CC[C@]12C (stereo not given in full)	-19%	-19%	?
COc1cc2nc(N3CCCC(O)C3)c(CNCc3ccccc3C(F)(F)F)cc2c(OC)c1OC (stereo not given)	·	?	23%[9.04 µM]
COc1ccc(NC(=O)c2ccco2)cc1NC(=O)c1ccccc1[N+](=O)[O-]	-1%&-2%	9%&-11%	-2%&-14%
COC(=O)[C@@]1(Cc2ccc(F)cc2)[C@H]2c3cc(C(=O)N4CCCC4)n(CCc4ccccn4)c3C[C@H]2CN1C(=O)c1ccccc1	-4%	-9%	?
COc1ccc(/C=N/NC(=O)c2ccn[nH]2)cc1COc1ccc([N+](=O)[O-])c(C)c1	-10%	?	?
CCC(CO)Oc1cc(NC(=O)c2ccc(OC)cc2)c2ncn(C(C)C)c2c1 (stereo not given)	-3%	?	18µM*
COc1ccc(-n2nnnc2/C=C/Nc2cc(C(F)(F)F)ccc2OC)cc1	-21%	?	?
CCCCCn1c(N2CCC(C(N)=O)CC2)nc2c1c(=O)[nH]c(=O)n2C	-5%	-12%	-5%
COc1cccc(NC(=O)C2CCCN(S(=O)(=O)c3cccc4nsnc34)C2)c1 (stereo not given)	-22%	16µM*	?

# Source: PubChem

# The order is random; 18% or so of the library scored in one or more.
